EWS-Fli inh = EWS/Fli-driven NR0B1 reporter inhibitors, primary screen, A673 cells, NR0B1 luciferase, luminescence, MLPCN library; viability-normalised; inhibition, % at 12.6 µM; actives 0.67% (n = 350,000); AID 651661, 2012;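 active = mean inhibition of at least 50% after viability correction, with every replicate also passing that limit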;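 also: firefly luciferase signal divided by Alamar Blue viability fluorescence both relative to DMSO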
miR122 inh = miR-122 Renilla sensor signal increase in Huh7, primary screen, miR-122 inhibitor project, cell-based, single point, plate reader; Huh7 miR-122 Renilla luciferase sensor, 48 h; neutral wells = 0, positive control = 100; activation (reporter increase), % at 12.5 µM; actives 0.3% (n = 340,000);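 active = mean replicate activation score at least 90 and every replicate individually at or above 90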;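 also: higher luciferase means less miR-122 activity so hits act as miR-122 inhibitors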
PGC1a acetyl inh = inhibitors of PGC1a acetylation signal, primary screen, cell-based, U2OS, AlphaScreen, inhibitor mode; AlphaScreen anti-acetyl-lysine; with virally co-expressed GCN5 acetyltransferase; inhibition, % at 15.6 µM; actives 0.17% (n = 350,000); AID 651687, 2012;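 active = every replicate shows inhibition of at least 40%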;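 also: 0% = neutral control wells and 100% = positive control wells; some results beyond the cut were filed as inactive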
Cneo AK release = Cryptococcus neoformans cell lysis inducers, primary screen, AK release luminescence, single concentration | lysis activity, % at 15 µM | AID 651654, 2012 | C. neoformans lysis, adenylate kinase release luminescence, 4 h; normalised: neutral wells 0, clomiphene wells 100 | actives 0.2% (n = 360,000);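 active = mean lysis activity across replicates of at least 80%, whatever share of replicates individually reach that level; inactive = mean lysis activity below 80%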
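Assay system: Cryptococcus neoformans yeast cells / Dosing: single-point compound dose / Timing: 4 h at 37 °C static, read 1 h later / Measured by: luminescence of released adenylate kinase using an AK detection reagent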
FN deposition inh = inhibitors of fibronectin matrix deposition, primary screen, AH1F cells, Alexa488-fibronectin fluorescence, plate reader. AID 743247, 2014. inhibition, % at 12.6 µM. AH1F fibroblasts, overnight. actives 0.086% (n = 350,000);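 active = mean inhibition across replicates of 30% or more, regardless of how many single replicates reach that level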;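 also: positive control wells lacked labelled fibronectin entirely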
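Material: AH1F fibroblasts assembling fluorescent fibronectin matrix; amount: 10000 AH1F cells/well; medium: DMEM, 2% serum; reagent: Alexa488-fibronectin, 24 nM final in well; dosing: single compound dose, delivered by pin transfer; incubation: 1 h adhesion, overnight exposure; detection: fluorescence after three HBSS washes, excitation 485 nm, emission 525 nm; measure: fibronectin deposition inhibition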
PAX8 inh HTS = inhibitors of PAX8-driven TPO luciferase reporter, primary screen, RMG-I cells, single concentration. AID 652154, 2013. actives 1.2% (n = 360,000). SteadyGlo, 24 h. inhibition, % at 12.6 µM;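 active = mean replicate inhibition at least 60% with every replicate also reaching 60%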;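 also: luciferase light reporting Pax8 driven TPO promoter activity; plate controls were median of neutral control wells for no effect and mitoxantrone controls for full effect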
CASP6 VEID inh = human caspase-6 inhibitors, primary screen, biochemical, VEID-R110 fluorescence, single point, set 2; P55212; purified caspase-6, Z-VEID-R110 cleavage fluorescence; inhibition, % at 12.5 µM; actives 0.53% (n = 350,000);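 active = mean inhibition across replicates at least about 35%, with every replicate also reaching that limit, limit read from the data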;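 also: 0% = median of neutral control wells and 100% = no fluorescence left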
Target sequence (P55212 24-179 limits assumed): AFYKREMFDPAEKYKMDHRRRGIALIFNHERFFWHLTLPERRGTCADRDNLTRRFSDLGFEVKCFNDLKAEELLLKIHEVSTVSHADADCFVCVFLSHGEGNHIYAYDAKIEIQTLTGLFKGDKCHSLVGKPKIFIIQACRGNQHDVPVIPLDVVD
Target sequence (P55212 194-293 limits assumed): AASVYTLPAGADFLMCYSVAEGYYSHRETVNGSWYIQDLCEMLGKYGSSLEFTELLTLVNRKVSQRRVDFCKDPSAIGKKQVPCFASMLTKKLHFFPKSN
LGR2 inh = inhibitors of bursicon-induced LGR2 CRE-luciferase signal, primary screen, cell-based, HEK293, CRE-luciferase reporter, bursicon stimulation | AID 720647, 2013 | Drosophila bursicon receptor LGR2 (rickets) | bursicon-stimulated, 4 h | actives 0.35% (n = 380,000) | inhibition, % at 9.99 µM;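 active = drop in luminescence signal, shown as inhibition above about 50% in the replicate tests, limit read from the data, passing the limit was not always enough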;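 also: agonist challenge used bursicon conditioned medium at about half maximal strength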
Starred values were filed as active, the others as inactive; · = no result given; [ ] = dose if it differs, or a comment. The list is partial (hit frequency here may not be typical).

Second line of a record: EWS-Fli inh, miR122 inh, PGC1a acetyl inh, Cneo AK release, FN deposition inh, PAX8 inh HTS, CASP6 VEID inh, LGR2 inh
Cc1nc2ccsc2c(=O)n1-c1ccccc1Cl
    -7, ·, 2, ·, 2, -8, -3, 2
O=C(NC1CCCCC1)N1Cc2cc(-c3cccc(F)c3)ccc2-n2nncc2C1
    -1, 10, -4, 0, 7, -21, 0, -3
COC(=O)[C@@H]1N=C(c2ccc(OC)cc2)O[C@]12C(=O)N(C)c1ccc(Cl)cc12
    5, ·, ·, ·, 4, 5, 1, 2
COC(=O)C1=C(c2ccccc2)C[C@@H]2CC[C@H]1N2C(=O)N1CCCC1
    -3, ·, ·, -4, 7, 1, -1, 14
CCOc1cc(C=C2C(=O)NC(=O)NC2=O)ccc1OCC(=O)N1CCOCC1
    ·, ·, ·, 2, 4, -16, ·, 7
Cc1cccc(OP(N)(=O)Oc2cccc(C)c2C)c1C
    3, ·, 4, ·, 12, 0, 1, 9
COc1cccc2cc(-c3cc(=O)oc4ccc(OC(=O)N(C)C)cc34)oc12
    -1, -3, 3, -3, 14, 8, 4, 5
Cc1ccc(-n2nc(C)cc2NC(=O)COc2cc(C)cc3oc(=O)c4c(c23)CCC4)cc1
    ·, -4, 7, -3, -15, ·, ·, ·
O=C(O)[C@@H]1[C@@H](CO)[C@@H]2Cn3c(ccc(-c4cccnc4)c3=O)[C@H]1N2S(=O)(=O)c1ccccc1F
    -1, 3[16.7 µM], ·, -4, ·, -2, 4, -21
CCC1=CCN(CCc2c(C)[nH]c3ccccc23)CC1
    -4, 2, 4, -3, ·, ·, -4, 5
COc1ccc(C2C(C(=O)N3CCC4(CC3)OCCO4)c3cc(OC)c(OC)cc3C(=O)N2C)cc1 (configuration not stated)
    ·, -1, -4, 4, -5, 5, ·, ·
COC(=O)C1C2c3ccccc3C(c3ccccc32)C1C(=O)OC (configuration not stated)
    0, -4, -12, -1, 0, -7, -3, 2
C[C@@H]1O[C@@H](O[C@@H]2C=C3CCC4C(CC[C@]5(C)[C@@H](c6ccc(=O)oc6)CC[C@]45O)[C@@]3(C)CC2)[C@H](O)[C@H](O)[C@H]1O (some centres not stated)
    71*, -21, 60*, -3, 5, 110*, 2, 0
O=S(=O)(c1ccc(O)cc1)c1ccc(O)cc1
    5, -7, -8, 0, 4, 0, -1, -5
COC1=CC(=O)[C@]2(C=C1OC)OC[C@@H]1Oc3c(ccc4c3C=CC(C)(C)O4)C(=O)[C@@H]12
    21, ·, ·, ·, 1, 12, ·, -7
COc1cccc(C(=O)C2CCCN(Cc3cccc4c3OCO4)C2)c1 (configuration not stated)
    7, ·, ·, ·, -1, 13, 1, -15
O=C1C2CCN(CC2)C1Cc1ccc(OCc2ccccc2)cc1 (configuration not stated)
    -1, ·, 1, ·, -4, 1, 1, 4
N[C@@H](Cc1c[nH]c2ccccc12)c1nnc(SCc2ccccc2F)o1
    ·, -5, 2, 0, 0, ·, ·, ·
CC(C)(C)n1nnnc1C(C1CC1)N1CCC2(CC1)C(=O)NCN2c1ccccc1 (configuration not stated)
    -4, 4, -25, 2, -15, -4, -1, -10
CC1CC(C)CN(CC(=O)c2ccc(OC(F)F)cc2)C1 (configuration not stated)
    -21, 2, ·, 5, -11, -3, -3, -17
COC(=O)C1=C(c2ccc(Cl)c(C(F)(F)F)c2)C[C@@H]2CC[C@H]1N2C(=O)NCc1ccc2c(c1)OCO2
    11, ·, ·, -3, -5, -5, 1, 17
COC(=O)[C@@H]1[C@@H](CO)[C@@H]2Cn3c(ccc(-c4cccc(C(=O)N(C)C)c4)c3=O)[C@H]1N2CC1CC1
    -6, ·, ·, ·, ·, -9, 2, 6
N#Cc1cccc(-c2ccc([C@@H]3[C@H]4CN(C(=O)Cc5ccccc5)CCCCN4[C@H]3CO)cc2)c1
    14, -16[16.7 µM], -16, -3, ·, 29, 0, 14
CC(C(=O)c1cn(C)c2ccccc12)c1ccccc1 (configuration not stated)
    7, 2, ·, ·, ·, ·, 2, -14
CCOC(=O)C1=C(N)OC2=C(C(=O)CC(C)(C)C2)C12C(=O)Nc1ccccc12 (configuration not stated)
    ·, ·, -6, -1, -1, ·, -1, 0
CN(C)C(=O)Oc1cc(=O)n2c3c(cccc13)CCC2
    ·, ·, ·, 0, 8, -2, ·, 8
CCOC(=O)CNC(=O)N1Cc2cc(Br)ccc2-n2nncc2C1
    2, ·, ·, ·, 4, 7, 2, 8
NCCc1ccc(OCc2ccccc2)c(OCc2ccccc2)c1
    41, 0, -8, 7, -2, 29, -4, 88*
CCCCn1c(O)c(C(CC)=NCCCN(C)C)c(=O)[nH]c1=O
    ·, -7, 16, -1, 7, ·, ·, ·
COC(=O)C1=C(c2ccc(OCc3ccccc3)cc2)C[C@@H]2CC[C@H]1N2C(=O)NCc1cccc(OC)c1
    8, ·, ·, 3, -2, 16, ·, 15
CN1C(=O)C[N+]([O-])=C(c2ccccc2)c2cc(Cl)ccc21
    -2, -4, 13, 0, 7, 12, -4, -1
CCCNC(=O)N1[C@@H]2Cn3c(ccc(-c4cccc(C(=O)N(C)C)c4)c3=O)[C@H]1[C@@H](C(=O)O)[C@@H]2CO
    15, ·, 6, ·, ·, -28, 1, 2
COC(=O)C1=CO[C@@H](C)[C@H]2CN3CC[C@]4(C(=O)Nc5ccccc54)[C@@H]3C[C@H]12
    -3, -1, 1, -1, ·, ·, -3, -1
CCOc1cc2c(cc1OCC)-n1cccc1C(c1cccc(F)c1F)NC2 (configuration not stated)
    7, -6, 6, 0, -1, -1, -1, -21
CCC(C)C12CN3CCN(CC(C)(C3)C1O)C2 (configuration not stated)
    3, ·, ·, ·, -6, 6, ·, 18
O=C1NC(=O)N(CC2CCCO2)C(=O)/C1=C/c1cccs1 (configuration not stated)
    8, -2, 3, ·, 4, -16, 25, 11
COc1cc2c(c(OC)c1OC)-c1ccc(O)cc1C(NC(C)=O)CC2 (configuration not stated)
    25, 55, -1, 0, 4, 80*, 1, 17
C=CCn1c(O)c(C(CC)=NC(C)c2ccccc2)c(=O)[nH]c1=O (configuration not stated)
    ·, 22, -39, 1, 5, ·, ·, ·
S=C(NCCc1ccccc1)N1Cc2cc(Br)ccc2-n2nncc2C1
    5, 52, -8, 1, ·, 0, -2, 8
C=CCc1cc(OC)c2c(c1)OCO2
    -5, -17, -6, 1, ·, ·, 3, 12
CCOS(C)(=O)=O
    -4, 3, 11, 2, ·, ·, 0, 10
C=C1C(=O)OC2CC3(C)OC3C3OC3C3=CC(OC3=O)C12 (configuration not stated)
    58*, -7, -85, 0, ·, ·, 10, ·
CCOc1ccc(N)cc1
    2, ·, ·, 0, -1, -3, 1, ·
CC1=CC2OC3CC4OC(=O)C=CC=CC(C(C)O)OCC(O)C5(C)OC5C(=O)OCC2(CC1O)C4(C)C31CO1 (configuration not stated)
    45, -10, 87*, ·, 29, 102*, 0, 102*
COc1ccc(C(=O)C2CCCN(Cc3ccsc3)C2)cc1OC (configuration not stated)
    2, ·, ·, ·, -5, 4, -2, 0
CC(=O)OC1N=C(c2ccccc2)c2ccccc2NC1=O (configuration not stated)
    ·, ·, 0, -1, -2, ·, ·, 0
O=C(O)[C@@H]1[C@@H](CO)[C@@H]2Cn3c(ccc(-c4ccncc4)c3=O)[C@H]1N2C(=O)C1CCCCC1
    -6, -6[16.7 µM], ·, 6, -11, ·, -3, -2
COc1ccc(-c2nc3ccccc3n2OC(=O)N(C)C)cc1
    ·, 114*, -6, -3, -4, -17, ·, ·
O=C(Cc1ccncc1)N1CCCCN2[C@H](CO)[C@@H](c3ccc(C#CC4(O)CCCC4)cc3)[C@H]2C1
    ·, 10[16.7 µM], -7, 0, ·, -5, 0, -7
O=C(NN=Cc1ccc(N(CCCl)CCCl)cc1)c1cccnc1
    5, -4, 3, 1, 5, 2, -3, -8
COc1ccc(C(=O)C2CCCN(C3CSCCSC3)C2)c(C)c1 (configuration not stated)
    5, -2, -6, 1, -1, -3, 0, 2
c1ccc(C2NCCc3[nH]cnc32)cc1 (configuration not stated)
    11, 0, -3, 1, ·, 11, -5, 14
O=C(O)CCn1cc(C=C2C(=O)NC(=S)NC2=O)c(-c2cccc(Br)c2)n1
    5, -1, -8, ·, 7, 11, 7, 32
c1ccc(CN2Cc3ccccc3-n3nncc3C2)cc1
    1, 4, -18, ·, 2, 1, 0, 19
CCn1c(P(C)(=O)O)nc2cc(NC(=O)c3ccccc3F)ccc21
    10, ·, ·, ·, -4, -5, 6, 7
N#Cc1ccc(-c2ccc([C@H]3[C@@H](CO)N4CCCCN(C(=O)Cc5ccccc5)C[C@@H]34)cc2)cc1
    8, -4[16.7 µM], -12, -3, ·, 3, 1, -10
Cc1cc(C=C2C(=O)NC(=S)NC2=O)c(C)n1C1CCCC1
    -51, -3, 5, 0, 4, -2, 20, -57
C=CC[N+]1(C)C2CCC1CC(O)C2 (configuration not stated)
    -8, 1, 3, -5, -8, 5, 0, 28
O=c1c2ccccc2nc(-c2cccs2)n1-c1cnccn1
    ·, -3, 10, 1, ·, ·, ·, 7
COc1ccc(-n2c(/C=C/c3ccc(O)c(O)c3)nc3ccccc3c2=O)cc1
    17, -3, ·, -1, -1, 56, 17, 9

(continued)
Second line of a record: EWS-Fli inh, miR122 inh, PGC1a acetyl inh, Cneo AK release, FN deposition inh, PAX8 inh HTS, CASP6 VEID inh, LGR2 inh
CCOC(=O)C(O)(c1ccc(N(CC)S(=O)(=O)c2ccccc2)cc1)C(F)(F)F (configuration not stated)
    ·, -5, -4, -1, ·, ·, ·, -3
CN1C(=O)N(C)C(=O)C2(Cc3cc([N+](=O)[O-])ccc3N(C)C2)C1=O
    -1, -6, -1, 1, 8, 10, -1, -10
O=C1NC(=O)C2(CCN(S(=O)(=O)c3ccccc3)CC2)C(=O)N1
    -2, ·, 0, -1, 12, -15, 1, -4
CC(N=Cc1c(O)n(C2CC2)c(=S)[nH]c1=O)c1ccccc1 (configuration not stated)
    4, ·, 2, ·, 9, 11, -4, -1
CCC1=C(C)C(N2CCOCC2)=NP(N2CCOCC2)(N2CCOCC2)=N1
    ·, -2, 6, 4, 9, ·, ·, ·

2 entries from above, set out differently:
O=C1NC(=O)C2(CCN(S(=O)(=O)c3ccccc3)CC2)C(=O)N1
- EWS-Fli inh: -2
- miR122 inh: ·
- PGC1a acetyl inh: 0
- Cneo AK release: -1
- FN deposition inh: 12
- PAX8 inh HTS: -15
- CASP6 VEID inh: 1
- LGR2 inh: -4

CCOC(=O)C(O)(c1ccc(N(CC)S(=O)(=O)c2ccccc2)cc1)C(F)(F)F (configuration not stated)
- EWS-Fli inh: ·
- miR122 inh: -5
- PGC1a acetyl inh: -4
- Cneo AK release: -1
- FN deposition inh: ·
- PAX8 inh HTS: ·
- CASP6 VEID inh: ·
- LGR2 inh: -3

Bioassay records deposited in PubChem BioAssay by Broad Institute.
